Bioassay records deposited in PubChem by Sanford-Burnham Center for Chemical Genomics.
APJ antagonist: antagonists of human apelin receptor APJ, primary screen, CHO-K1 cells, beta-arrestin complementation, luminescence; 330,000 compounds, 0.32% hits; inhibition, % at 20 µM; P35414;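 active = inhibition above about 40% at 20 µM, limit read from the data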;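 also: cells challenged with 10 nM apelin-13 agonist together with compound; plate controls were apelin-13 plus DMSO wells for no effect and DMSO wells lacking apelin-13 for full effect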
tim23-1 inh: growth inhibitors of tim23-1 mutant yeast, primary screen, luminescence, uHTS; S. cerevisiae tim23-1 growth, BacTiter-Glo luminescence, 24 h; inhibition, % at 20 µM; 330,000 compounds, 1.3% hits;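 active = growth inhibition of the mutant yeast at or above 50%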;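 also: temperature-sensitive mutant grown at 25 °C; plate controls were DMSO-treated mutant yeast for no effect and medium wells lacking yeast for full effect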
CCR6 antagonist: CCR6 receptor antagonists, primary screen, cell-based, CHO-K1, luminescence, beta-arrestin, uHTS; CHO-K1 CCR6 PathHunter beta-arrestin, CCL20-stimulated; C-C chemokine receptor type 6 (Homo sapiens), P51684; inhibition, % at 20 µM; AID 493098, 2011; 340,000 compounds, 0.49% hits;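 active = compounds whose inhibition of the agonist-driven luminescence signal at 20 µM reaches about 50%, limit read from the data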;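 also: cells stimulated with CCL20 at 14 nM final; plate controls were DMSO with CCL20 for no effect and DMSO without agonist for full effect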
CXCR6 block: CXCR6 receptor inhibitors, primary screen, cell-based, beta-arrestin, luminescence, CHO-K1 PathHunter, 1536-well; C-X-C chemokine receptor type 6 (Homo sapiens), O00574; inhibition, % at 20 µM; 360,000 compounds, 0.36% hits; in the data active = inhibition above about 34%, passing the limit was not always enough;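 also: antagonist mode with CXCL16 agonist at 10 nM final; 0% = 10 nM CXCL16 with DMSO and 100% = unstimulated wells without agonist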
Mdm2 MdmX PPI: inhibitors of human Mdm2-MdmX association, primary screen, cell-based, luminescence, split luciferase, SaOS-2, uHTS. AID 485346, 2010. 330,000 compounds, 3% hits. inhibition, % at 8 µM. SaOS-2 split-luciferase Mdm2/MdmX complementation;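 active = inhibition of at least 50% at 8 µM in the primary screen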
Target sequence (O15151 whole entry, looked up): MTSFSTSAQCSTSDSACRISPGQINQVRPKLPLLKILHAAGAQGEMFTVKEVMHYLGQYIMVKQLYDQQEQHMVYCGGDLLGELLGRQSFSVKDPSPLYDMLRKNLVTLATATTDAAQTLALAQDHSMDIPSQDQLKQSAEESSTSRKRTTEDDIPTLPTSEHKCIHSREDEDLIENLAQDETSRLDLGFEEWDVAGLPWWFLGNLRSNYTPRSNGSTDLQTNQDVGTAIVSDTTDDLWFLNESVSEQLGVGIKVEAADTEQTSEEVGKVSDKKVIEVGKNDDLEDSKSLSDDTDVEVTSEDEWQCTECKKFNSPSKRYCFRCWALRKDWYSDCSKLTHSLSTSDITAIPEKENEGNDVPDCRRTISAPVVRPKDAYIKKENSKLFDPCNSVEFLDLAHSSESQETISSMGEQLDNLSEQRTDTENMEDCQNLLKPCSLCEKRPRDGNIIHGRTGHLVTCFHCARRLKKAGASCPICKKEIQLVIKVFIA
Target sequence (Q00987 whole entry, looked up): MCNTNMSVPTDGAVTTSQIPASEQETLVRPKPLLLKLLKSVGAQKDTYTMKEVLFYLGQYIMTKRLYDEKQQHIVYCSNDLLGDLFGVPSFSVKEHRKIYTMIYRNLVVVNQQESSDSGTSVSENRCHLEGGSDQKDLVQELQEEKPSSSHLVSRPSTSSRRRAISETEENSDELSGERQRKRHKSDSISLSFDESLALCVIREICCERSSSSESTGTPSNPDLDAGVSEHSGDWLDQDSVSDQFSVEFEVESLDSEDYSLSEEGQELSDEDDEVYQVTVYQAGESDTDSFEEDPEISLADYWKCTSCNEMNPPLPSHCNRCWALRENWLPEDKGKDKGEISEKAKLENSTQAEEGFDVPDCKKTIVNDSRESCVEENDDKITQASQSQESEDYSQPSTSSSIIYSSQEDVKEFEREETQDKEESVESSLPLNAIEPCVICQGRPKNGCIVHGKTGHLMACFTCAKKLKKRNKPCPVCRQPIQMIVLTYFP
APJ agonist: agonists of human apelin receptor APJ, primary screen, CHO-K1 cells, PathHunter beta-arrestin, luminescence; AID 2520, 2010; activation, % at 20 µM; 0% DMSO wells, 100% apelin; 330,000 compounds, 0.11% hits; P35414;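 active = activation more than six SD over the plate average, tested at 20 µM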;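 also: 0% = DMSO alone and 100% = apelin-13 at 10 nM; some results filed as inactive read as strong as hits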
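Assay system: engineered CHO-K1 APJ arrestin reporter cells; Amount: 1000 CHO-K1 reporter cells seeded per well; Dosing: one dose, 20 µM compound, 1% DMSO; Times: compound stimulation 90 min at 25 °C, detection 60 min; Measured by: luminescent beta-gal fragment complementation, chemiluminescent substrate; Read-out: APJ–arrestin association signal; Controls: DMSO vs Apelin-13 10 nM.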
XBP1 UPR activ: activators of adaptive XBP1 UPR arm, primary screen, cell-based, CHO-XBP1 luciferase reporter, luminescence, uHTS. IRE1-XBP1 UPR activation; percent of tunicamycin response, DMSO as zero. activation, % at 20 µM. 330,000 compounds, 0.33% hits;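 active = versus positive control, 20 µM dose yields 30% or more activation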;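 also: 100% = tunicamycin at 10 µg/mL and 0% = DMSO only wells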
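Material: CHO cell line with stable XBP1 luciferase reporter; schedule: 16-18 h cell attachment at 37 °C, then 6 h compound exposure; signal: glow luminescence from Steady-Glo reagent; medium: serum-containing F12 medium, 10% FBS; benchmarks: tunicamycin 10 µg/mL and vehicle-only wells; read-out: percent activation relative to tunicamycin reference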
CHOP UPR activ: activators of apoptotic CHOP UPR arm, primary screen, cell-based, CHO-CHOP luciferase reporter, luminescence, uHTS; 330,000 compounds, 0.34% hits; UPR activation; percent of tunicamycin response over DMSO baseline; activation, % at 10 µM; AID 449763, 2010;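 active = at 10 µM dose, activation of 40% or more, normalized to positive control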;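 also: 100% = tunicamycin at 10 µg/mL and 0% = DMSO alone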
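System: CHO-CHOP luciferase reporter cell line; amount: 500 cells/well; buffer or medium: F12 medium containing 10% fetal bovine serum; incubation: 6 h compound exposure at 37 °C after overnight seeding; measured by: luciferase luminescence after 10 min with Steady-Glo reagent; evaluation: % reporter activation, DMSO baseline versus tunicamycin full activation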
EBI2 antag: EBI2 receptor antagonists, beta-arrestin recruitment, primary screen, cell-based, luminescence, 7a,25-OHC stimulation, uHTS; G-protein coupled receptor 183 (Homo sapiens), P32249; 7a,25-OHC stimulated; inhibition, % at 5 µM; 360,000 compounds, 0.81% hits; AID 651636, 2012; in the data active = inhibition above about 38%;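 also: enzyme fragment complementation signal reports receptor beta-arrestin coupling in cells; 0% = agonist plus DMSO wells and 100% = wells without agonist; some results beyond the cut were filed as inactive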
* marks the source's active call; other numbers are inactive results. An excerpt; rates above refer to the full screens.

item | structure | APJ antagonist | tim23-1 inh | CCR6 antagonist | CXCR6 block | Mdm2 MdmX PPI | APJ agonist | XBP1 UPR activ | CHOP UPR activ | EBI2 antag
1 | CN(Cc1c(F)cccc1Cl)C(=O)c1cc2ccccc2o1 | 6 | 22 | 6 | -2 | -26 | -3 | 0 | -0.4 | 13
2 | Cc1ccc(C(=O)Nc2cccnc2N2CCN(C)CC2)cc1 | 1 | 16 | 1 | 7 | -12 | 1 | -1 | -0.5 | -6
3 | Cn1nc(C(C)(C)C)c(NC(=O)c2sccc2Cl)c1C(C)(C)C | -1 | 17 | 0 | 7 | 5 | -1 | 4 | 3.4 | -13
4 | C/C(=N\Nc1ccc([N+](=O)[O-])cc1)c1ccc(N2CCOCC2)cc1 | 14 | 1 | 17 | 2 | -25 | -2 | 2 | 5.2 | 23
5 | O=C1COc2ccccc2N1Cc1ccc(Cl)cc1 | -21 | 10 | 4 | 1 | 14 | 2 | -1 | -0.4 | 4
6 | COc1ccccc1C1C2=C(CCCC2=O)N(CC(=O)O)C2=C1C(=O)CCC2 | 7 | 5 | 5 | -11 | 14 | 2 | -5 | 0.3 | 5
7 | Cc1nnc(SCC(=O)Nc2nccs2)o1 | 13 | 9 | 13 | 2 | 0 | 10 | -5 | -1.0 | -22
8 | Cc1ccc2sc(NC(=O)c3ccc(N4C(=O)CCC4=O)cc3)nc2c1C | -77 | -4 | 5 | -3 | 15 | -4 | -1 | -0.7 | 7
9 | O=C(NCC1COc2ccccc2O1)Nc1ccccc1F (configuration not stated) | 8 | 29 | -2 | 7 | -6 | 2 | 1 | 3.5 | 11
10 | O=C(NC1CCCCC1)c1ccc(S(=O)(=O)N2CCCCC2)cc1 | 6 | 22 | 11 | 4 | 13 | -2 | 0 | -0.1 | -3
11 | COc1ccc(S(=O)(=O)N2CCSCC2)cc1C(N)=O | -16 | 2 | 13 | 4 | -1 | -2 | -2 | 2.9 | -4
12 | Cn1c(=O)n(C)c2cc([N+](=O)[O-])c(N3CCN(C(=O)c4ccccc4)CC3)cc21 | 23 | 15 | 36 | 18 | 25 | -2 | -4 | -0.2 | 12
13 | CCCCCCCCCCCCN1[C@@H](CC(C)=O)c2cc(F)ccc2S1(=O)=O | 29 | 6 | 18 | 0 | 12 | -3 | -2 | -0.9 | 4
14 | CCC(OC(=O)c1nsc(Cl)c1Cl)C(=O)NC(C)(C)CC (configuration not stated) | 5 | 16 | 16 | 3 | 13 | -2 | 4 | 1.6 | -14
15 | CC/C(=N\NC(=O)C(N)=O)c1ccccc1O | 2 | 13 | 16 | -1 | 2 | -2 | -2 | -0.5 | 8
16 | CCC(C)(C)NC(=O)C(c1ccc(OC)cc1)N(C(=O)CCC(=O)Nc1cc(C)on1)c1ccc2c(c1)OCCO2 (configuration not stated) | 2 | 14 | 5 | -2 | 13 | -1 | -7 | 1.0 | 0
17 | CNC(=S)Nc1ccc(Nc2ccccc2)cc1 | -8 | 11 | -2 | -7 | 7 | 1 | -1 | 2.1 | 0
18 | O=C(c1cc(COc2ccc(F)c(F)c2)on1)N1CCN(C/C=C/c2ccccc2)CC1 | -8 | 30 | 6 | -7 | 8 | 4 | -2 | 2.6 | 11
19 | CCn1c(C)nc2cc(C(=O)N/N=C/c3cccc(O)c3O)ccc21 | -27 | -17 | -5 | -6 | 25 | -1 | 2 | 2.4 | 8
20 | CN(C)CCCn1c(=O)n(Cc2ccco2)c(=O)c2c3c(sc21)CCCCC3 | -19 | -23 | 5 | -4 | 39 | -2 | 1 | -0.2 | 4
21 | CC(=O)CSc1nnc(CSc2ncccn2)n1C1CCCCC1 | 1 | 15 | 9 | -10 | -11 | -5 | 2 | -0.8 | -7
22 | O=C(Cn1cc([N+](=O)[O-])cn1)Nc1ccn(Cc2c(F)c(F)cc(F)c2F)n1 | 17 | 6 | -5 | 7 | 6 | -4 | -3 | 0.3 | -16
23 | N#Cc1ccc(OCC(=O)N/N=C2/CC(c3ccccc3)Oc3ccccc32)cc1 (configuration not stated) | -6 | -4 | -8 | -1 | 7 | -2 | 5 | -1.3 | 16
24 | CCOC(=O)c1ccccc1NC1c2ccccc2C(=O)N1C1CCN(C(=O)OCC)CC1 (configuration not stated) | 18 | 29 | 12 | 8 | -39 | -7 | 0 | 1.8 | 10
25 | COCCN(CCOC)CC(O)COC(c1ccccc1)c1ccccc1 (configuration not stated) | 16 | 5 | 4 | -2 | 4 | 1 | -1 | 0.2 | 2
26 | Cc1ccc(-n2nc3c(=O)n(C(C)C(=O)NCCC4=CCCCC4)nc(C)c3c2C)cc1 (configuration not stated) | -31 | 26 | 15 | 5 | 44 | -3 | -4 | -1.2 | -1
27 | CC1(C)Cc2cccc(OCC(=O)N3CCN(c4ccc([N+](=O)[O-])cc4)CC3)c2O1 | 11 | 23 | 14 | -4 | 16 | 0 | -3 | 1.4 | 3
28 | COc1cccc(/C=C(/C#N)c2nc3ccccc3[nH]2)c1OC(C)C(=O)O (configuration not stated) | 9 | -1 | 4 | -6 | 16 | -2 | -3 | -0.1 | 1
29 | Cc1cc(C)nc(SCC(=O)Nc2ccc(S(=O)(=O)NC(C)(C)C)cc2)n1 | -18 | 9 | -5 | -3 | -19 | 2 | -3 | 0.5 | -23
30 | COCCN(C(=O)COC(=O)c1cc2ccccc2cc1OC)c1c(N)n(Cc2ccccc2)c(=O)[nH]c1=O | -5 | 3 | -2 | -5 | 22 | -5 | -3 | -0.5 | 2
31 | CCn1ccc(=O)c2cc3c(cc21)OCO3 | 13 | 13 | 8 | -8 | 10 | 2 | -2 | 1.1 | -6
32 | NS(=O)(=O)c1cccc(C(=O)OCC(=O)NC2CCCc3ccccc32)c1 (configuration not stated) | -8 | 6 | 1 | 0 | -28 | -1 | 1 | -0.8 | -2
33 | O=C(NCc1ccc(Cl)cc1Cl)Nc1ccccc1 | -1 | -2 | -1 | -6 | -52 | -3 | -1 | 4.8 | 4
34 | O=C(O)CC1C(=O)NCCN1Cc1cccs1 (configuration not stated) | 18 | 1 | 17 | 9 | -13 | -1 | 0 | -1.2 | 0
35 | COc1ccc(C(C(=O)NC2CCCC2)N(Cc2cccnc2)C(=O)c2snc(C(N)=O)c2N)cc1 (configuration not stated) | 7 | 1 | 11 | -2 | 8 | 0 | -2 | -0.2 | 6
36 | CCC(=O)Nc1ccc(C(=O)CSc2nnc(-c3ccc(O)cc3)n2CC2CCCO2)cc1 (configuration not stated) | -22 | -7 | 3 | 2 | 15 | -3 | 1 | 0.4 | 3
37 | O=C(CCCCCN1C(=O)c2ccccc2C1=O)NC1CCCC1 | 8 | 12 | 2 | 5 | 18 | -9 | -4 | -1.8 | -2
38 | COc1ccc(C(=O)C2CCCN(C/C=C/c3ccccc3OC)C2)c(OC)c1 (configuration not stated) | 18 | 8 | 8 | 2 | 37 | -4 | 0 | -2.7 | 5
39 | Cc1ccc(NC(=O)CN2C(=O)NC3(CCCC3)C2=O)nc1 | 12 | -10 | 14 | -3 | 25 | -1 | 1 | 2.6 | -8
40 | CC(C)c1nc2sc3ccccc3c(=O)c2c(=O)n1Cc1ccccc1 | -5 | 48 | 0 | 2 | 10 | -1 | -2 | -0.5 | 34
41 | O=C(COc1ccc2c(c1)CCC2)N1CCN(c2ccc(F)cc2)CC1 | 8 | 4 | 8 | 3 | 3 | -3 | -3 | -0.3 | 45*
42 | COc1ccc(NC(=O)CN2CCN(c3ccccc3C)CC2)cc1 | 28 | 7 | 15 | 19 | -3 | 0 | -2 | 1.2 | -3
43 | O=C1NC(=O)/C(=C\c2ccc(OCc3cccc(C(=O)O)c3)c(Cl)c2)N1 | 28 | 6 | -19 | -4 | 13 | -4 | -6 | -6.2 | 2
44 | CCOc1ccc2nc(NC(=O)C(NS(=O)(=O)c3cccs3)C(C)C)sc2c1 (configuration not stated) | 2 | -7 | -1 | 9 | -1 | 4 | -1 | -2.7 | 7
45 | COc1cc(OC)c(C(=O)Nc2ccc3ccccc3c2)cc1OC | 16 | 24 | 14 | -3 | -71 | -2 | -5 | 2.3 | 13
46 | CC(=O)Nc1ccc(S(=O)(=O)Nc2nc3ccccc3nc2N2CCCCCC2)cc1 | -3 | 34 | -6 | 2 | 12 | -5 | 2 | -1.9 | 10
47 | O=C(c1cccs1)N1CCc2c([nH]c3ccccc23)C1c1ccc(Cl)cc1 (configuration not stated) | -23 | 27 | 11 | 16 | 73* | -1 | -1 | -0.4 | 28
48 | Cc1cc(C)n(-c2ccc(C(=O)NCCCN3CCOCC3)cc2)n1 | -13 | 7 | -22 | 5 | 17 | -3 | 7 | -0.3 | -4
49 | CCOc1ccc(C(=O)N/N=C/c2cc([N+](=O)[O-])cs2)cc1 | 0 | -17 | 0 | -6 | -1 | 0 | 5 | 1.0 | -11
50 | Cc1csc(NC(=O)CCNS(=O)(=O)c2ccc3c(c2)c(=O)n(C)c(=O)n3C)n1 | 3 | 6 | 14 | -3 | 15 | 0 | -2 | 0.4 | 0

Later entries.
item | structure | APJ antagonist | tim23-1 inh | CCR6 antagonist | CXCR6 block | Mdm2 MdmX PPI | APJ agonist | XBP1 UPR activ | CHOP UPR activ | EBI2 antag
51 | C=CCN(C(=O)CNC(=O)c1ccco1)C(C(=O)NC1CCCCC1)c1ccc(OC)cc1OC (configuration not stated) | 7 | 14 | -3 | -16 | 14 | 3 | 0 | 1.1 | -6
52 | Cc1c(Cl)cccc1NC(=O)CC1SCCNC1=O (configuration not stated) | -8 | -1 | 6 | 4 | 19 | -1 | -2 | 1.9 | 0
53 | CCOC(=O)CSc1nc2ccccc2n1C(=O)OCC | 20 | 28 | -4 | 3 | 27 | -3 | -2 | -0.8 | 4
54 | Cc1cc(C)c2nc3sc(C(=O)N4CCOCC4)c(N)c3cc2c1 | 44* | 23 | 10 | 2 | 28 | -10 | 6 | -0.8 | 33
55 | COc1ccc(C2CC(c3ccccc3)=NN2c2ccc(S(N)(=O)=O)cc2)cc1OC (configuration not stated) | -12 | 16 | -9 | -3 | -9 | -1 | -2 | 0.2 | 6
56 | CCCCNC(=O)CSc1nc2ccc(Nc3nc(N4CCOCC4)nc(N4CCOCC4)n3)cc2s1 | -9 | 8 | 10 | 1 | -1 | -2 | 5 | 3.6 | 33
